Compound activity deposited in PubChem BioAssay by The Scripps Research Institute Molecular Screening Center.
PAFAH1B2 FP inh: PAFAH1B2 enzyme inhibitors, primary screen, biochemical, fluorescence polarization, human; Platelet-activating factor acetylhydrolase IB subunit alpha2 (Homo sapiens), P68402; recombinant PAFAH1B2, FP-rhodamine activity probe; inhibition, % at 3.39 µM; 340,000 compounds, 1.2% hits; AID 492953, 2010;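 active = inhibition above the mean of all tested compounds plus 3 SD, cut at about 24% in these data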;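 note: 0% = enzyme with DMSO and 100% = wells lacking PAFAH1B2; many of its hits are not listed in these tables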
Target sequence (P68402 whole entry, looked up): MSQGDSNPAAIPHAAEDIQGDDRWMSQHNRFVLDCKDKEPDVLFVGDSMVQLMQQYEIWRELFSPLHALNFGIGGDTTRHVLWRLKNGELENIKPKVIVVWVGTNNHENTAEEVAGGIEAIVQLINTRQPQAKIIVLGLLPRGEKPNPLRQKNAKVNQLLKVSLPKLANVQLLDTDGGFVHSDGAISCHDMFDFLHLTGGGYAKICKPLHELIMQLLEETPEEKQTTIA
GSTO1 inh: inhibitors of recombinant GSTO1, primary screen, counter-screen for RBBP9 inhibitor project, biochemical, fluorescence polarization. Glutathione S-transferase omega-1 (Homo sapiens), P78417. inhibition, % at 5.96 µM. activity-based probe fluorescence polarization. 300,000 compounds, 1.1% hits. AID 1974, 2009;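 active = inhibition above the campaign mean inhibition plus 3 SD, cut at about 35% in these data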;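 note: 0% = GSTO1-1 with DMSO and 100% = wells lacking GSTO1-1 enzyme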
LYPLA1 counter: LYPLA1 inhibitors, primary screen, counter-screen for PME1 inhibitor project, biochemical, fluorescence polarization, FP-Rh probe ABPP; Acyl-protein thioesterase 1 (Homo sapiens), O75608; recombinant LYPLA1; inhibition, % at 5.9 µM; 320,000 compounds, 0.16% hits; AID 2174, 2009;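 active = inhibition above the mean of all tested compounds plus 3 SD, set per campaign, cut at about 14% in these data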;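 note: inhibitors block serine hydrolase probe labeling of LYPLA1 so polarization falls; 0% = enzyme with DMSO and 100% = wells lacking LYPLA1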
Target sequence (O75608 whole entry, looked up): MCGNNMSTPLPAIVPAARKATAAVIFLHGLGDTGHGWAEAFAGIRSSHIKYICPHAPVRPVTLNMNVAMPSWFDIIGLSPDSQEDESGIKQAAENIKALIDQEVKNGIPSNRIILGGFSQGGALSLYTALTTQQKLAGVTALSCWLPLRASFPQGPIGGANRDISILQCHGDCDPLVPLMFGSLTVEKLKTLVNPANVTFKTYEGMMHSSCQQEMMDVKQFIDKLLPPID
PME-1 inh: PME-1 inhibitors via competitive probe labeling, primary screen, biochemical, fluorescence polarization, FP-Rh probe, HTS | 320,000 compounds, 0.53% hits | Protein phosphatase methylesterase 1 (Homo sapiens), Q9Y570 | recombinant PME-1 | inhibition, % at 5.9 µM;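 active = inhibition above the campaign mean of all compounds plus 3 SD, cut at about 26% in these data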;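 note: competitive labeling of PME-1 active site by serine hydrolase directed probe; 0% = PME-1 with DMSO and 100% = wells lacking PME-1 enzyme; inhibitors block probe labeling so polarization falls and inhibition rises; many of its hits are not listed in these tables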
PAFAH2 FP inh: PAFAH2 enzyme inhibitors, primary screen, biochemical, fluorescence polarization, human; Platelet-activating factor acetylhydrolase 2, cytoplasmic (Homo sapiens), Q99487; recombinant PAFAH2, FP-rhodamine activity probe; inhibition, % at 3.39 µM; 340,000 compounds, 0.99% hits; AID 492956, 2010;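 active = inhibition above the mean over all tested compounds plus 3 SD, cut at about 30% in these data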;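 note: inhibitors block probe labeling of enzyme so polarization drops; 0% = enzyme with DMSO and 100% = wells lacking PAFAH2 protein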
pPAFAH FP inh: pPAFAH enzyme inhibitors, primary screen, biochemical, fluorescence polarization, human. recombinant pPAFAH, FP-rhodamine probe fluorescence polarization. 330,000 compounds, 1.5% hits. AID 463082, 2010. inhibition, % at 3.39 µM;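 active = inhibition above the mean inhibition across the screen plus 3 SD, cut at about 25% in these data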;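 note: inhibitors block binding of the rhodamine activity-based probe so polarization drops; 0% = enzyme with DMSO and 100% = wells lacking pPAFAH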
PAD4 FP inh: human PAD4 inhibitors, primary screen, biochemical, fluorescence polarization, 1536-well format | Protein-arginine deiminase type-4 (Homo sapiens), Q9UM07 | inhibition, % at 6.36 µM | AID 485272, 2010 | recombinant PAD4, RCA probe fluorescence polarization | 330,000 compounds, 0.41% hits;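 active = percent inhibition above a cutoff equal to the mean of all tested compounds plus 3 SD, cut at about 15% in these data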;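 note: 0% = PAD4 with RCA probe and DMSO and 100% = probe without PAD4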
LYPLA2 inh: LYPLA2 inhibitors, primary screen, counter-screen for PME1 inhibitor project, biochemical, fluorescence polarization, FP-Rh probe ABPP. Acyl-protein thioesterase 2 (Homo sapiens), O95372. inhibition, % at 5.9 µM. recombinant LYPLA2. AID 2177, 2009. 320,000 compounds, 0.38% hits;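 active = inhibition above the screen-wide mean plus 3 SD, limit set per campaign, cut at about 26% in these data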;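 note: 0% = LYPLA2 with DMSO and 100% = wells lacking LYPLA2 enzyme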
Target sequence (O95372 whole entry, looked up): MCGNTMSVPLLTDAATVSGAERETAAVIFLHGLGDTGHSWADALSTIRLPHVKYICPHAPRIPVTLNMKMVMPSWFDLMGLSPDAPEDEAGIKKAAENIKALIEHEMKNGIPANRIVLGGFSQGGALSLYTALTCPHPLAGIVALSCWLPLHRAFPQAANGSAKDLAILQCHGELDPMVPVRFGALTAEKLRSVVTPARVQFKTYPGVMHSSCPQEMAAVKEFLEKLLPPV
PAFAH1B3 inh: PAFAH1B3 enzyme inhibitors, primary screen, biochemical, fluorescence polarization, human; AID 492972, 2010; 340,000 compounds, 0.28% hits; recombinant PAFAH1B3, FP-rhodamine probe; inhibition, % at 3.39 µM;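 active = inhibition above the screen-wide average of all tested compounds plus 3 SD, cut at about 25% in these data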;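 note: 0% = enzyme with DMSO only and 100% = wells lacking PAFAH1B3 protein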
Target sequence (Q15102 whole entry, looked up): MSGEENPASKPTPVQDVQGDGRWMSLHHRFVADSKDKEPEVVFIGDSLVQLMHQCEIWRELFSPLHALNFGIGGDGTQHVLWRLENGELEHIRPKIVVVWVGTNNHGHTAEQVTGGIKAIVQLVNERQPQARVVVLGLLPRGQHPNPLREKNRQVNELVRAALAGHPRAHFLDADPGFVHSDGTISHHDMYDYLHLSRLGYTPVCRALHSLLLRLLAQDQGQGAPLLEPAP
* hit, by the source's call; / = not tested or not shown. Only part of the results is shown (hit frequency here may not be typical).

SMILES | PAFAH1B2 FP inh | GSTO1 inh | LYPLA1 counter | PME-1 inh | PAFAH2 FP inh | pPAFAH FP inh | PAD4 FP inh | LYPLA2 inh | PAFAH1B3 inh
CCn1cc(C(=O)N2CCN(c3ccccn3)CC2)c2cc(OC)c(OC)cc2c1=O | 1 | 5 | 3 | -4 | -15 | 3 | 0 | 1 | 8
Cn1c(=O)c2c(nc(Sc3ccccc3N)n2C)n(C)c1=O | 10 | 6 | -1 | 3 | 1 | 2 | 3 | -3 | 4
Cc1cccc(CCNC(=O)C2CCCN(S(=O)(=O)c3cnc[nH]3)C2)c1 (stereo not given) | 0 | 12 | 0 | -2 | 11 | 8 | 5 | -1 | 4
CCCOc1ccc(N2CC(C(=O)Nc3ncccc3C)CC2=O)cc1 (stereo not given) | -1 | 3 | -1 | 1 | 0 | 8 | 5 | -4 | 10
COC(=O)C1=C(O)/C(=C\c2cc(C)n(-c3ccccc3F)c2C)N=C1C | 2 | 3 | -3 | -6 | 2 | 11 | -4 | -3 | 8
CC(C)c1ccc(N(C(=O)c2cc3ccccc3oc2=O)C2C=CS(=O)(=O)C2)cc1 (stereo not given) | -1 | 4 | -4 | -4 | -4 | -3 | 17* | 1 | 5
CCOc1cccc(CN2CCN(CCCc3ccccc3)C(CCO)C2)c1O (stereo not given) | 1 | 5 | 1 | 3 | -2 | 0 | 4 | 6 | 3
O=C(NCC1COc2ccccc2O1)c1ccc(Cl)c(S(=O)(=O)N2CCCC2)c1 (stereo not given) | 1 | / | 2 | 1 | 9 | 2 | -1 | 1 | 7
COc1ccc(NC(=O)COc2nsnc2N2CCOCC2)c(OC)c1 | 6 | -3 | 6 | 1 | 2 | 3 | 1 | 1 | 5
CCOC(=O)N1CCN(C(=O)c2cn(CC)c3ccc(S(=O)(=O)N(C)C4CCCCC4)cc3c2=O)CC1 | 6 | 9 | -1 | -8 | 3 | 1 | 1 | -1 | 5
N#Cc1c(-c2ccccc2)ccn(Cc2cccc(Cl)c2)c1=O | 2 | -7 | 5 | 1 | -2 | 7 | -1 | 5 | 5
CCc1cc[n+](CC(=O)Nc2ccc(Cl)cc2Cl)cc1 | -2 | 1 | -2 | -2 | -9 | -5 | 5 | 2 | 2
C/C(=C\C(=O)c1ccc(Br)cc1)NNC(=O)c1ccc(O)cc1 | 2 | 15 | -1 | -5 | 6 | 2 | 5 | 2 | 13
Cn1nc(C(C)(C)C)c([N+](=O)[O-])c1C(=O)N1CCCCCC1 | 8 | -8 | -3 | -1 | 9 | 5 | -1 | -1 | 9
CC(C)c1ccccc1OCC(=O)NC1CCCc2ccccc21 (stereo not given) | -5 | 0 | 6 | 0 | -4 | 5 | 0 | 6 | 4
CCOC(=O)c1nnn(CC(=O)N2N=C(c3cccc4ccccc34)CC2c2ccccc2)c1C(=O)OCC (stereo not given) | 2 | -11 | -7 | -8 | -7 | 3 | 7 | -10 | 4
O=[N+]([O-])c1ccc(S(=O)(=O)c2ccccc2)nc1 | 2 | 3 | 2 | -3 | -4 | 6 | 4 | -3 | -1
CCc1nnc(NC(=O)Cn2nnc(-c3ccccc3F)n2)s1 | 1 | -2 | 2 | -3 | -1 | -1 | -5 | -4 | -1
Cc1cc(C)cc(NC(=O)C/C(N)=N/O)c1 | 0 | -7 | 3 | 7 | 3 | 2 | 2 | 5 | 1
Cc1nc(N(C)C)c2sc(=S)n(Cc3ccccc3)c2n1 | -1 | -3 | -2 | -6 | 2 | -9 | -4 | 0 | 6
CN(CC(=O)Nc1ccc(Cl)cc1)C(=O)c1sccc1-c1ccccc1 | 11 | / | 0 | 4 | -4 | -2 | 2 | 7 | -1
CC(C)CNC(=O)COC(=O)CCC(=O)c1ccc(F)cc1 | 3 | -9 | 2 | -3 | 2 | 22 | 0 | 10 | -1
Cc1cc2c(c(C)c1Cl)C(c1ccc3c(c1)OCO3)CC(=O)O2 (stereo not given) | 0 | / | / | / | -2 | 4 | -1 | / | -2
CCOC(=O)c1c(NC(=O)CSc2nc3c(c(=O)n(C)c(=O)n3C)n2CC)sc(C)c1C | -3 | 8 | -3 | -7 | 9 | 5 | 3 | 2 | -1
O=C(Nc1cccc(F)c1)C1CCN(C(=O)N2CCOc3ccccc32)CC1 | 2 | 10 | 0 | -1 | -6 | 1 | 4 | 7 | 2
SMILES | PAFAH1B2 FP inh | GSTO1 inh | LYPLA1 counter | PME-1 inh | PAFAH2 FP inh | pPAFAH FP inh | PAD4 FP inh | LYPLA2 inh | PAFAH1B3 inh
C=CCSc1nnc(-c2ccncc2)n1-c1ccc(OCC)cc1 | -3 | 9 | 0 | 2 | -1 | -1 | 3 | 8 | -1
COc1ccc(NC(=O)C2CCCN(S(=O)(=O)c3cccnc3)C2)c(OC)c1 (stereo not given) | 4 | 5 | 0 | 5 | 8 | 2 | 3 | -2 | 2
COc1ccc(OCCNC(=O)C(Cc2c[nH]c3ccccc23)NC(C)=O)cc1 (stereo not given) | -3 | 7 | 0 | -4 | -11 | 0 | -6 | -4 | 4
CCN(Cc1ccccc1)Cc1nc(CCc2ccccc2)no1 | 4 | 3 | 0 | -1 | 2 | 3 | -3 | 2 | 0
CC(C)(C)OC(=O)CC12CCCCC1NC(=O)O2 (stereo not given) | 2 | 1 | -2 | -1 | 3 | 0 | 3 | -4 | 7
CCCNC(=O)Nc1ccc(NC(C)=O)cc1 | 5 | 4 | 2 | -2 | -5 | 0 | -6 | 0 | 10
Cc1ccc(CN2CCNC(=O)C2CC(=O)NCCCn2cccn2)o1 (stereo not given) | 2 | -2 | 2 | 2 | -8 | 7 | 1 | -2 | -2
COC(=O)CSc1nc2ccccn2c(=O)c1C=O | 10 | 5 | -1 | -1 | -1 | 4 | 0 | 7 | 8
O=C(CSc1ncnc2nc[nH]c12)c1ccc(Cl)cc1 | 9 | 6 | -3 | 2 | -9 | -6 | -1 | -7 | 6
CCC(C)[C@H](NC(=O)OC(C)(C)C)C(=O)N/N=C/C1=Cc2ccccc2OC1 (stereo not given in full) | 6 | 5 | 1 | 2 | 1 | -1 | -1 | 7 | 8
Cc1ccc(CNC(=O)CNS(=O)(=O)c2ccc3c(c2)C(C)(C)C(=O)N3C)cc1 | 2 | 4 | -1 | -3 | -2 | 5 | 0 | 1 | -3
Cc1c(-c2ccccc2)cnc2c(C)cccc12 | 4 | -11 | -2 | 0 | 6 | 2 | 0 | 0 | 16
Cc1cc(C(C)(C)C)oc1C(=O)O | 11 | 7 | 1 | 1 | 5 | 0 | -2 | -5 | 7
CCCCn1c(N)c(N(CC(C)C)C(=O)CSCc2ccc(Cl)c(Cl)c2)c(=O)[nH]c1=O | 11 | 1 | 2 | 6 | -7 | 6 | -4 | 6 | 1
CCc1nnc(NC(=O)CN2CCN(Cc3ccccc3Cl)CC2)s1 | 4 | 0 | -1 | -4 | 1 | 1 | 0 | -5 | -6
O=C(NCc1cccs1)C1CCCN1C(=O)Nc1ccccc1 (stereo not given) | -4 | 1 | -1 | 2 | 10 | -2 | -2 | -7 | -3
COc1ccc2c(c1)-c1nc(/N=C/c3ccc(O)cc3)sc1CC2 | -2 | 3 | 5 | 1 | -1 | 3 | 1 | 10 | 5
O=C(NC1CCCCC1)c1cc(-c2ccc(Cl)cc2)on1 | 4 | -4 | 0 | 1 | -8 | -2 | -11 | 3 | -5
CCOC(=O)CNS(=O)(=O)c1cc(-c2nn(C)c(=O)c3ccccc23)ccc1C | 4 | 0 | 3 | 1 | 3 | 3 | -3 | 9 | 6
CCCCCCCCCOC(=O)C1N2C(=O)[C@@H](NC(=O)COc3ccccc3)[C@H]2SC1(C)C (stereo not given in full) | 11 | 5 | -1 | 2 | 14 | 24 | 0 | 6 | -1
COc1cc(CNCc2ccc3c(c2)OCO3)c([N+](=O)[O-])cc1OC | -1 | 5 | -2 | 1 | -3 | -2 | 3 | 6 | -7
CCN1CCN(Cc2ccc(OC)c(OCc3ccccc3)c2)CC1 | 4 | -2 | -1 | 2 | 8 | 1 | -2 | 0 | 2
CCOC(=O)C1CCCN(c2c(NCCc3cccc(C)c3)c(=O)c2=O)C1 (stereo not given) | 11 | -2 | -3 | 0 | 9 | 8 | 0 | -1 | 10
CC(C)c1ccc(OCC(=O)Nc2ccc(OC(F)(F)F)cc2)cc1 | 7 | 0 | 0 | -19 | 14 | -1 | 2 | 1 | 1
CCOCCc1nnc(NC(=O)CS(=O)(=O)c2ccc(C)cc2)s1 | 7 | -1 | -2 | -5 | 7 | 6 | -4 | -2 | 7
SMILES | PAFAH1B2 FP inh | GSTO1 inh | LYPLA1 counter | PME-1 inh | PAFAH2 FP inh | pPAFAH FP inh | PAD4 FP inh | LYPLA2 inh | PAFAH1B3 inh
COCC(=O)NC1CCN(S(=O)(=O)c2cccc(C(C)=O)c2)CC1 | 2 | -13 | -1 | -4 | 0 | 4 | -6 | 2 | 9
Cc1cccc2cc(C(c3nnnn3CC3CCCO3)N3CCc4ccccc4C3)c(=O)[nH]c12 (stereo not given) | / | 8 | 1 | 3 | / | 2 | -15 | 2 | /
Cc1cc(C)c(-c2cc(NC(=O)CSc3nncn3C)n(-c3ccccc3)n2)cc1C | 3 | -2 | -1 | -1 | 6 | 11 | -2 | 5 | -3
CCC(=O)N1CCc2cc(Br)cc(S(=O)(=O)NCC3CCCO3)c21 (stereo not given) | -5 | 9 | -2 | 2 | 2 | 3 | -3 | -2 | 7
CCN(CC)S(=O)(=O)c1ccc2c(c1)c(=O)c(C(=O)N1CCc3ccccc3C1)cn2C | 9 | -1 | -1 | 2 | 8 | 5 | -1 | 4 | 6
CCN(CC)S(=O)(=O)c1ccc2nc(NC(=O)c3cccs3)sc2c1 | 4 | -20 | -10 | -7 | -4 | 4 | 0 | -13 | 5
COc1cccc(CNC(=O)CCC2CCCN(C(=O)C3CCOCC3)C2)c1 (stereo not given) | 2 | 12 | 1 | 0 | 2 | 4 | -5 | 0 | -4
Cc1ccc(OCc2ccc(C(=O)Nc3nc4ccccc4n3C)o2)c([N+](=O)[O-])c1 | -6 | 0 | -3 | 0 | 4 | -5 | -3 | -2 | 8
O=C(CCN1C(=O)C2C3C=CC(C3)C2C1=O)N1CCN(c2ccccc2Cl)CC1 (stereo not given) | -2 | 12 | 2 | -2 | -4 | 3 | 0 | 0 | 1
CCOc1ccc(NC(=O)CSc2nnc(Cc3cccn3C)n2-c2ccc(OC)cc2)cc1 | 0 | 6 | 2 | 1 | 6 | -2 | -4 | -1 | 6
COc1ccccc1Nc1nc(N)nc(CN2CCN(Cc3ccccc3)CC2)n1 | 3 | 6 | -3 | -11 | 2 | -2 | -1 | 3 | 2
COc1cccc(COC(=O)C2CC(=O)N(Cc3ccc(C)cc3)C2)c1OC (stereo not given) | 3 | 1 | -3 | 0 | 3 | 19 | -1 | 1 | 5
